# Bioassay records as filed in PubChem BioAssay.
# GLS inhibitor – blocks human kidney-isoform glutaminase activity. O94925. GLS enzymatic activity, qHTS titration. Potency, µM (highest dose often 45.5 µM), without a hit: at the top dose activity change, negative = inhibition, hits mostly inhibitors. 410,000 tested, 0.21% active. AID 624170; further: on the % scale 0 is the no-effect control and ±100 the full control effect
#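 Two-point fluorescence kinetic (t0, 30 min RT) for hKGA; glutamate detected via glutamate oxidase–HRP–Amplex Red. Substrate: 1 mM L-glutamine solution; buffer 45 mM KH2PO4, pH 8.2.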
# Pin1 inhibitor – inhibitors of human Pin1; Pin1 FP peptide displacement, HiFluor488, 10 min; Potency, µM (series often up to 115 µM), without a hit: top-dose activity, negative = inhibition, actives largely listed as inhibitors; 390,000 tested, 0.009% active; AID 504891; active means well fitted inhibition curve with a large enough effect in the polarisation, with a control signal flat, not every such curve was filed as active; inconclusive means small, poorly fitted or top-dose-only effect, or effect the other way, or a change in a side signal; inactive means no such curve, though single readings can be large or run the other way; the % refers to the polarisation; further: on the % scale 0 is the no-effect control and ±100 the full control effect
# Tb PGK inh – blocks T. brucei phosphoglycerate kinase; P07378; PGK/GAPDH coupled, Kinase-Glo luminescence, 60 min; Potency, µM (doses to about 57.5 µM), inactives show at the highest dose activity change, negative = inhibition, actives largely listed as inhibitors; 380,000 tested, 0.043% active; AID 602233; further: on the % scale 0 is the no-effect control and ±100 the full control effect; nearly all actives have a fitted effect of over 60% in size
# Target sequence (P07378 whole entry, looked up): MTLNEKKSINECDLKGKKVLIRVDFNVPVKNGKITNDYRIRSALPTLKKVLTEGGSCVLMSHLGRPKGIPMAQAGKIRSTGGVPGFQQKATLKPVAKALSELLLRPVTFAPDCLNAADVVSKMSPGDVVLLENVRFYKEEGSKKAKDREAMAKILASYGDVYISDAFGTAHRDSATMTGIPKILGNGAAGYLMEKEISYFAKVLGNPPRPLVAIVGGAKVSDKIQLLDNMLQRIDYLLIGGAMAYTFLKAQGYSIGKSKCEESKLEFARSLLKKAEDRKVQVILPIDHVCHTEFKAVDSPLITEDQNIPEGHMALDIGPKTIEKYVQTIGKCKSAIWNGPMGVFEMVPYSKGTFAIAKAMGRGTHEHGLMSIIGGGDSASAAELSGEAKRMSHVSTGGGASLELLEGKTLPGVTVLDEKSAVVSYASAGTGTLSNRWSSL
#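 Luminescent ATP detection (Kinase-Glo Plus) follows a 60-minute room-temperature incubation, with wells lacking PGK as controls. Buffer: 100 mM TEA (pH 7.6), 5 mM MgCl2, 0.01% Tween-20. Coupling enzyme GAPDH (100 nM final) supplies unstable 1,3-BPG in-well.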
# HP1b chromo inh – blocks HP1-beta chromodomain binding to methylated histone tails | P83916 | AID 540317 | Potency, µM (series often up to 114 µM), for the others: top-dose activity change, negative = inhibition, actives largely listed as inhibitors | 390,000 tested, 0.56% active | AlphaScreen HP1-beta / biotin-H3K9me3 peptide binding; further: nearly all actives have a fitted effect of over 70% in size; inactives centre near 23
#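 HP1-beta protein (50 nM final) preincubated 30 min at room temperature with biotinylated H3(1-18)K9me3 peptide (50 nM) in PBS pH 7.4, 0.01% Tween-20, then compound added for 30 min. AlphaScreen streptavidin donor/nickel chelate acceptor beads (10 ug/mL final), 30 min dark, luminescence read.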
# JMJD2A Tudor – inhibitors of human JMJD2A Tudor domain; O75164; AlphaScreen JMJD2A-Tudor / H3K4me3 peptide binding; Potency, µM (series often up to 114 µM), for the others: at the highest dose activity change, negative = inhibition, most hits filed as inhibitors; 390,000 tested, 4.4% active; further: on the % scale 0 is the no-effect control and ±100 the full control effect; nearly all actives have a fitted effect of over 50% in size
# rTrxR1 inhibitor – rat TrxR1 inhibition; 390,000 tested, 1% active; recombinant rTrxR1, NADPH fluorescence consumption, selenite substrate; O89049; AID 588453; Potency, µM (highest dose often 114 µM), without a hit: top-dose activity change, negative = inhibition, actives largely listed as inhibitors; further: on the % scale 0 is the no-effect control and ±100 the full control effect; nearly all actives have a fitted effect of over 65% in size
#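 Rat TrxR1 (90 nM in the dispensed reagent) was pre-reduced with 400 uM NADPH for 5 min at room temperature, then incubated with compound for 15 min. After 400 uM selenite was added, NADPH fluorescence (Ex 340/Em 450 nm) was followed for 8 min.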
# RGS4 inhibitor – inhibitors of human regulator of G protein signaling 4; Potency, µM (titrated, usually from 114 µM), for the others: at the highest dose activity change, negative = inhibition, hits mostly inhibitors; P49798; 390,000 tested, 0.039% active; Transcreener GDP fluorescence polarization, RGS4-accelerated GTP hydrolysis; AID 504845; further: on the % scale 0 is the no-effect control and ±100 the full control effect; nearly all actives have a fitted effect of over 75% in size; some results filed as inactive show a strong effect at the top dose
#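 MLSMR compounds (23 nl, pin-transferred) preincubated 10 min at room temperature with a 500nM (2x) first reagent, then RGS4 at 900nM (2x) plus Transcreener GDP mix added; fluorescence polarization (620/688 nm) read before and after 90 min at 30 °C.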
# ERG Ets-DNA blk – ERG Ets/DNA interaction inhibition | fluorescence polarization, His-ERG Ets domain / labelled DNA | Potency, µM (titrated, usually from 76.9 µM), for the others: at the highest dose FP activity, negative = inhibition, actives largely listed as inhibitors | 370,000 tested, 0.028% active | P11308; active means well fitted inhibition curve with a large enough effect in the polarisation, with a control signal flat; inconclusive means small, poorly fitted or top-dose-only effect, or effect the other way, or a change in a side signal; inactive means no such curve, though single readings can be large or run the other way; the % refers to the polarisation;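 further: polarization taken with two DNA probes labelled with fluorescein and Texas red; % of control where 0% means no effect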
#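 His-tagged ERG Ets domain (1 uM in the protein solution; 300mM KCl, 50mM Tris-HCl, 1mM EDTA, 1mM DTT, pH 7.5) received compound, then a probe mix of 5 nM fluorescein-DNA and 100nM Texas-615-DNA. Fluorescence polarization was read for both dyes.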
# 12-LOX inh – ALOX12 (human) lipoxygenase inhibition. Potency, µM (highest dose often 108 µM), for the others: at the top dose activity change, negative = inhibition, most hits filed as inhibitors. purified 12hLO, xylenol orange hydroperoxide absorbance. AID 1671190. P18054. 580,000 tested, 1.1% active; further: on the % scale 0 is the no-effect control and ±100 the full control effect
# Target sequence (P18054 whole entry, looked up): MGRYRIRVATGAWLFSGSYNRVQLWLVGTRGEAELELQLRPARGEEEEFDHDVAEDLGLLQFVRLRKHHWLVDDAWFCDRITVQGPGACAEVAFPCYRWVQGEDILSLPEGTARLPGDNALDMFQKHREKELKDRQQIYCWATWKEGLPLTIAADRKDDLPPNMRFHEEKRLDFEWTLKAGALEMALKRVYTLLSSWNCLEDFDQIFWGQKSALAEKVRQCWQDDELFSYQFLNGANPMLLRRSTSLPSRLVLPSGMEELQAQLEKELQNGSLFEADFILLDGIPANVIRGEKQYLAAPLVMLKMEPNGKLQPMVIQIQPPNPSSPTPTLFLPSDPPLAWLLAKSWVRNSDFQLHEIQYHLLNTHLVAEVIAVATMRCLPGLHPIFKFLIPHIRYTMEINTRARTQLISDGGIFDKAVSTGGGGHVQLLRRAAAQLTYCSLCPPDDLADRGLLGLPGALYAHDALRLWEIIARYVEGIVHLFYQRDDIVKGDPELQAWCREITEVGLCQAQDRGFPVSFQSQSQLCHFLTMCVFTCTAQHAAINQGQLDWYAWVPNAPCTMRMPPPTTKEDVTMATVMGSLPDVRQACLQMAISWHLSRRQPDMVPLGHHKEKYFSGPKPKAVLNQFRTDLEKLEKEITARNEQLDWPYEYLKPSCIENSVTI
#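 Purified human 12hLO (150 nM final) in 25 mM Hepes, 0.01% Triton X-100, pH 7.0 was preincubated 15 min at room temperature with compound. Then 40 uM arachidonic acid was added, 30 min. Hydroperoxide was read by Fe-XO absorbance ratio 573/405 nm.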
# Active calls of the source: *; i = inactive; ? = inconclusive; / = not tested or not shown; & = joins results of further samples; [ ] = remark or other dose. Unless noted, the call rests on the fitted dose curve; in most records, active means well fitted curve in the direction sought with a large enough effect; inconclusive means small, poorly fitted or top-dose-only effect, or another doubt; inactive means no such curve, though single readings can be large; an effect the other way counts as inactive or inconclusive. Potency means the concentration at half of the fitted maximal effect. The list is partial (hit frequency here may not be typical).
smiles	RGS4 inhibitor	rTrxR1 inhibitor	JMJD2A Tudor	12-LOX inh	Tb PGK inh	HP1b chromo inh	GLS inhibitor	Pin1 inhibitor	ERG Ets-DNA blk
CCN1CCCC1CN(Cc1cc2c(C)cc(C)cc2[nH]c1=O)C(=O)NC1CCCCC1 (centres undefined)	-20%	-17%	-1%	?	4%	45%	-2%	8%	-5%
Cc1ccc(S(=O)(=O)CCC(=O)Nc2ccc3nc(C)sc3c2)cc1	-16%	-24%	-17%	-18%	/	63%[activator]	-3%	-1%	-6%
Cc1ccccc1N1C(=O)C(Cl)=C(N2CCOCC2)C1=O	-42%	14%	8%	?	-10%	33%	-1%	-1%	0%
CCN(CC)CCNC(=O)C1CCN(S(=O)(=O)c2c(C)noc2/C=C/c2ccccc2F)CC1	-39%[56.9 µM]	20%&3%[57.1 µM]	-29%&-13%	?	-7%&-6%	16%	-11%&1%	-3%&-3%	-6%&0%
CS(=O)(=O)N1CCN(c2nc3ccccc3s2)CC1	-1%	26%	-8%	4%	-7%	29%	-3%	-3%	-8%
CCN(c1ccc(C)cc1C)S(=O)(=O)c1nnc(NC(=O)CC(C)C)s1	-6%	17%	-5%	-17%	-7%	31%	-1%	-4%	0%
Cc1cc(Br)c(NC(=O)COn2nnc3ccc(S(C)(=O)=O)cc32)c(Br)c1	11%	8%[57.1 µM]	-14%	-15%	5%	14%	5%	-8%	-1%
O=C(CSc1nc(=O)n2ccccc2n1)N1CCCc2ccccc21	3%	10%	-22%	?	4%	7%	0%	4%	-3%
NC(=O)c1ccc[n+](CC(=O)OCCC23CC4CC(CC(C4)C2)C3)c1	-15%[11.4 µM]	-3%[57.1 µM]	-25%[57.1 µM]	6%	i	15%	0%	4%	9%
Cc1cc(C)cc(NC(=O)CSc2nccn2Cc2ccco2)c1	-22%	-14%	-35%	-9%	i	-10%	-13%	-5%	9%
C/C(=N/NC(=O)CNC(=O)C1COc2ccccc2O1)c1cccc(O)c1 (centres undefined)	11%	5%	-21%	-11%	i	22%	13%	-5%	9%
Cc1cn(C2C=CC(CO)O2)c(=O)[nH]c1=O (centres undefined)	-6%[11.4 µM]	-2%	-8%[11.4 µM]	2%	-2%	-6%	0%	3%	0%
CC(=O)N1CCN(S(=O)(=O)c2cccc(C(=O)Nc3ccc(C)cn3)c2)CC1	-4%	-10%	0%	1%	6%	35%	20%	-3%	8%
COc1cc(C2C(Oc3ccccc3C)C(=O)N2Cc2ccc(F)cc2)cc(OC)c1OC (centres undefined)	-19%	5%[57.1 µM]	7%	-10%	-3%	44%[activator]	1%	-2%	6%
COc1ccc(S(=O)(=O)N2CCC(c3ccncc3)CC2)cc1OC	-1%	-1%[57.1 µM]	-13%	-2%	-2%	2%	-1%	3%	-11%
Cc1ccc(CONC(=O)/N=C/N(C)C)cc1	-2%	-2%	-14%	6%	-4%	25%	4%	-4%	2%
COc1cccc(NC(=O)Cn2c(=O)c3c(ncn3Cc3ccccc3)n(Cc3ccccc3)c2=O)c1	-8%[11.4 µM]	14%[57.1 µM]	-8%[11.4 µM]	71%&-8%[activator]	-3%	41%[activator]	-5%	30%[activator]	4%
CC(=O)N1N=C(c2ccncc2)OC12CCCCCC2	7%	46%[activator][57.1 µM]	-17%	1%	i	31%	-2%	-4%	-21%
COc1ccccc1NC(=O)COC(=O)c1ccc([N+](=O)[O-])s1	5%	-36%	?	0%	-5%	2%	0%	?	-2%
CCOC(=O)CSc1nc(C)[nH]c1[N+](=O)[O-]	8%[11.4 µM]	-9%	-11%	-4%	-7%	55%[activator]	1%	-1%	1%
O=C(C1CCCN1S(=O)(=O)c1cccc2cccnc12)N1CCN(c2ccccc2)CC1 (centres undefined)	-23%	?	-25%	-10%	8%	38%	13%	-3%	-2%
O=C1c2cc(S(=O)(=O)NCCCO)ccc2-c2ccc(S(=O)(=O)NCCCO)cc21	2%	-5%	-5%	0%	-6%	13%	-2%	4%	1%
O=C(NCCO)c1cc2c([nH]c3ccccc32)c(-c2ccc(F)cc2)n1	5%	1%[57.1 µM]	-8%	0%	1%	18%	5%	6%	2%
COc1cccc(/C(C)=N/NS(=O)(=O)c2ccc(Cl)cc2)c1	31%	2%[57.1 µM]	-19%	-2%	2%	44%[activator]	12%	?	15%
O=C(Nc1nnc(CCc2ccccc2)s1)c1ccccc1	5%	8%	-12%	41%[activator]	-2%	41%[activator]	1%	2%	-6%
CCN(CC(=O)N1CCN(C)CC1)S(=O)(=O)c1ccc(Cl)cc1	20%	18%[57.1 µM]	-14%	58%[activator]	-2%	6%	0%	-17%	-4%
COc1ccc(CNC(=O)COC(=O)CC2CC3CCC2C3)cc1OC (centres undefined)	17%	7%	-20%	-15%	-9%	35%	1%	0%	-9%
CC(NC(=O)C(C(=O)c1cccc([N+](=O)[O-])c1)n1cc(Cl)ccc1=O)c1ccccc1 (centres undefined)	14%	6%	-6%	0%	-1%	28%	1%	-3%	-1%
Cc1nc(-c2ccc(C)c(N3CCN(C(=O)Nc4ccccc4C(F)(F)F)CC3)c2)no1	-4%	4%[57.1 µM]	5%	-32%	i	28%[57 µM]	0%	-1%	0%
Cc1nn2c(=O)c(NC(=O)c3ccc(Cl)cc3)cnc2s1	8%	-17%	-3%	0%	4%	37%	9%	5%	7%
CN(CC(=O)Nc1cccc2c1CCCC2)S(=O)(=O)c1ccc(Cl)cc1	19%	3%	-1%	-23%	-2%	12%	-13%	5%	1%
CCOC(=O)Nc1ccc2c(c1)N(C(=O)CN(CC)CC)c1ccccc1CC2	-8%	16%	-11%	0%	-7%	15%	2%	-2%	12%
O=C1c2ccccc2NC(c2cccc(O)c2)N1NS(=O)(=O)c1ccccc1 (centres undefined)	26%	2%	-1%	-15%	-8%	35%	21%	-8%	2%
COc1ccccc1NC(=S)N1CCCC1	8%	5%	-12%	6%	-3%	31%	13%	0%	2%
CCOc1ccc(C(=O)CSc2nc3cc(C(=O)NC4CCCC4)ccc3c(=O)n2CC2CCCO2)cc1 (centres undefined)	-14%	15%[57.1 µM]	4%	1%	i	34%	2%	1%	-1%
COc1ccc(/C=N/NC(=O)c2cccc(NC(=O)c3ccccc3Cl)c2)cc1OC	8%	-5%[57.1 µM]	-16%	-3%	-5%	-15%	4%	9%	2%
O=C(N/N=C/c1ccco1)C1(O)c2ccccc2-c2ccccc21	-4%	-16%	-20%	145%[activator]	-1%	45%[activator]	-10%	0%	8%
Cn1c(N)c(C(=O)COC(=O)COc2ccc(C#N)cc2)c(=O)n(C)c1=O	-1%	9%	-13%	0%	i	18%	4%	2%	13%
CCOC(=O)c1ccc(CC(=O)c2oc3cc(O)ccc3c2C)o1	5%	?	?	16µM*	-7%	-3%	12%	?	/
COC(=O)c1c(NC(=O)COC(=O)CCNS(=O)(=O)c2ccccc2)sc(C)c1C	-8%	17%	-12%	1%	5%	15%	6%	0%	-6%
Cc1cc(C)c(NC(=O)C(C)Sc2nc3ccc(N4C(=O)c5ccccc5C4=O)cc3s2)c(C)c1 (centres undefined)	40%	12%	-22%	8%	-2%	1%	-1%	2%	6%
CCC1CCC(N2CCN(c3cccc(OC)c3)CC2)CC1 (centres undefined)	-1%	-7%	-30%	?	0%	7%	8%	-2%	18%
COc1ccc(N2CC(C(=O)NCCc3c[nH]c4ccccc34)CC2=O)cc1 (centres undefined)	-16%	29%[57.1 µM]	-2%	-1%	i	15%	-2%	7%	-3%
C[C@H](NC(=O)[C@H](Cc1ccccc1)n1c(=O)[nH]c2ccccc2c1=O)C(=O)N1CCC(C(=O)O)CC1	5%	5%	-7%	-6%	i	35%	0%	-16%	-6%
CCOC(=O)c1cc(-c2ccc3c(c2)OCO3)nc2onc(C)c12	8%	38%[activator]	27%	-23%	5%	34%	2%	-13%	-12%
CCOC(=O)c1[nH]c(C)c(CCC(=O)Nc2ccc(C(C)=O)cc2)c1C	-23%	8%[57.1 µM]	-28%	-13%	7%	13%[57 µM]	-1%	-5%	0%
CC(N=C1NS(=O)(=O)c2ccccc21)c1ccccc1 (centres undefined)	-18%[11.4 µM]	15%[57.1 µM]	-30%[11.4 µM]	-19%	-8%	4%	11%	5%	4%
O=C(CCN1C(=O)COc2ccccc21)NCCCN1CCN(c2ccc(F)cc2)CC1	-17%	11%[57.1 µM]	-30%	-8%	-8%	-2%	32%[activator]	-1%	-15%
Cc1ccccc1COc1ccc(/C=C(\C#N)C(N)=O)cc1	?	11%[57.1 µM]	-5%	1%	-3%	19%	2%	6%	-12%
Cc1ccc(S(=O)(=O)N2CCN(C(=O)COC(=O)c3ncc(Cl)c(Cl)c3Cl)CC2)c(C)c1	-5%	-15%	-13%	302%[activator]	-2%	36%	-2%	8%	-5%
COc1ccccc1-c1nnc(SCC(=O)N2CCC(C)CC2)o1	-14%	12%[57.1 µM]	8%	?	-8%	19%	-2%	2%	4%
O=C(COC(=O)CCc1ccccc1)NNC(=O)c1ccccc1	-5%	2%[2.29 µM]	3%	4%	i	31%[57 µM]	27%	-8%	-10%
